Menin-MLL TR inh: displaces Texas Red mutant MLL peptide from human menin; O00255; Menin + Texas Red MLL mutant peptide, fluorescence polarization; Potency, µM (titrated, usually from 61.6 µM), inactives show top-dose FP activity change, negative = inhibition, most hits filed as inhibitors; hit rate 0.23% among 270,000; AID 1768; active means well fitted inhibition curve with a large enough effect in the polarisation, with a control signal flat, not every such curve was filed as active; inconclusive means small, poorly fitted or top-dose-only effect, or effect the other way, or a change in a side signal; inactive means no such curve, though single readings can be large or run the other way; the % refers to the polarisation; further: potency means the concentration at half of the fitted maximal effect; % of control where 0% means no effect; many of its hits are not listed in these tables
TSHR antagonist: human thyrotropin receptor antagonism; P16473; TSHR-expressing cells, TSH-stimulated cAMP HTRF, 2 h; stronger effect = lower value; activity change, negative = inhibition, % at 11.5 µM; hit rate 0.2% among 330,000;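 active means activity change below a set negative limit, meaning inhibition stronger than a set level, cut at about -70% in these data; inconclusive means activity change between two set negative limits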; further: on the % scale 0 is the no-effect control and ±100 the full control effect
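Freshly harvested TSHR cells receive pin-tooled compound, then EC80 TSH at 4nM final. After 2 hours at 37 deg C, antibody in lysis buffer and cAMP-d2 are added; 30 minutes at ambient temperature precede the HTRF read.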
PKM2 act: PKM2 (human) enzyme activation; purified PKM2, Kinase-Glo ATP luminescence, activation; response scale: 0% is enzyme alone, no compound; Potency, µM (highest dose often 57.5 µM), inactives show top-dose activation, usual class: activators; hit rate 0.34% among 260,000; AID 1631; P14618; further: potency means the concentration at half of the fitted maximal effect; on the % scale 0 is the no-effect control and ±100 the full control effect; nearly all actives have a fitted effect of over 55% in size
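hPK-M2, >95% pure; 0.1 mM ADP / 0.5 mM PEP final; imidazole pH7.2 buffer w/ 7 mM MgCl2, 50 mM KCl; 1 h RT; Kinase-Glo lum. Intermediate enzyme activity for dual inhibitor/activator qHTS.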
ASM inhibitor: blocks human secretory acid sphingomyelinase; hit rate 0.006% among 340,000; placental ASM, HMU-PC fluorogenic substrate, 60 min; Potency, µM (titrated, usually from 57.5 µM), for the others: at the highest dose activity change, negative = inhibition, actives largely listed as inhibitors; P17405; further: potency means the concentration at half of the fitted maximal effect
Target sequence (P17405 47-631 limits assumed): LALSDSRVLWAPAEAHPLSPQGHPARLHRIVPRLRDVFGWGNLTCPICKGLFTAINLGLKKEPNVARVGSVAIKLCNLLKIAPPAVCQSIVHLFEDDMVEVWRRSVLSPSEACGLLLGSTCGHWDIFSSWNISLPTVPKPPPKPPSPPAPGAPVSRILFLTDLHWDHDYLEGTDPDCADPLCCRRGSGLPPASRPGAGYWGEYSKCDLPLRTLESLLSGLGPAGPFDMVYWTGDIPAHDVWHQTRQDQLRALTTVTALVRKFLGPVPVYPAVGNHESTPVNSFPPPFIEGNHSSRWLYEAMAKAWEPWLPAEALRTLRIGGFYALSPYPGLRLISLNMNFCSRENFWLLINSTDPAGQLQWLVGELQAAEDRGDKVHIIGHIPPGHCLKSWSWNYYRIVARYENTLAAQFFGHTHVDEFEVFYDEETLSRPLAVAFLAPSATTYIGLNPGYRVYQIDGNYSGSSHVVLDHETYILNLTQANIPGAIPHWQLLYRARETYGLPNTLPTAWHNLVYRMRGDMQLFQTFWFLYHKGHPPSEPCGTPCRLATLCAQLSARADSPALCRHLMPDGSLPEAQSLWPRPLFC
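Fluorescence read-out (Ex 386 nm, Em 447 nm) after stopping the reaction at pH 10. Enzyme: ASM from human placenta; substrate HMU-PC0, 9 uM final; 60 min, 37 °C. Compound preincubation 10 min, ambient temperature.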
GALK inh: inhibitors of human galactokinase. P51570. Purified GALK, Kinase-Glo residual ATP luminescence. Potency, µM (doses to about 57.5 µM), for the others: at the top dose activity change, negative = inhibition, hits mostly inhibitors. hit rate 0.007% among 270,000. AID 1868; further: potency means the concentration at half of the fitted maximal effect; on the % scale 0 is the no-effect control and ±100 the full control effect
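Quantitative HTS: GALK 5 nM, ATP 35 uM, galactose 100 uM, 1 h room temperature, then luciferase-based ATP detection.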
Eya2 phos inh: blocks the phosphatase activity of human Eya2 | O00167 | recombinant Eya2, OMFP fluorescence dephosphorylation (OMFP is methylfluorescein phosphate) | Potency, µM (series often up to 76.9 µM), for inactives: top-dose activity, negative = inhibition, usual class: inhibitors | hit rate 0.006% among 330,000; further: potency means the concentration at half of the fitted maximal effect; on the % scale 0 is the no-effect control and ±100 the full control effect
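Eya2 (0.2 uM) preincubated 10 min at ambient with compound, then OMFP substrate added at 50 uM; 10 min reaction in 50 mM HEPES pH 7.5, 50 mM NaCl, 5 uM MgCl2, 0.05% BSA, 1 mM DTT. Fluorescence read at Ex 485/Em 525 nm.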
hERG WT inh: inhibitors of human wildtype KCNH2 potassium channel; hit rate 0.37% among 340,000; U2OS, BacMam KCNH2, thallium flux FluxOr; stronger effect = lower value; Q12809; activity change, % at 1.84 µM;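 active means maximum activity change below -70%; inconclusive means maximum activity change between -70% and -50%; inactive means maximum activity change above -50%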; further: on the % scale 0 is the no-effect control and ±100 the full control effect
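U2OS cells were transduced with wild-type KCNH2 virus (2.03 x 10^8 / mL) for 4 h at room temperature, then cultured overnight at 37 C. Thallium flux was read with FluxOr dye. Rate constants were normalized to DMSO controls.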
Chronic BCR inh: inhibitors of chronic active B-cell receptor signaling; ABC-DLBCL IkBa-CBG/CBR reporter, luminescence ratio, 4 h; Potency, µM (doses to about 46.1 µM), without a hit: at the top dose ratio change, negative = lower green/red ratio, usual class: inhibitors; hit rate 0.05% among 340,000; AID 493014; active means well fitted inhibition curve with a large enough effect in the signal ratio, with a control signal flat, not every such curve was filed as active; inconclusive means small, poorly fitted or top-dose-only effect, or effect the other way, or a change in a side signal; the % refers to the signal ratio;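 further: potency means the concentration at half of the fitted maximal effect; plate controls were basal doxycycline-induced cells for no effect and cells given 10 µM MG132 for full effect; MG132 reads +100%, hits lower the ratio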
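TMD8 human ABC-DLBCL cells with doxycycline-inducible IκBα–green luciferase fusion and unfused red luciferase, in 0.5% FBS medium; compounds up to 46 uM, 4 h at 37C. Green/red luminescence ratio, filter-overlap corrected, fitted to concentration-response curves.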
USP2a block: blocks human ubiquitin-specific protease USP2a; hit rate 0.01% among 330,000; O75604; USP2 core, Ub-CHOP2 coupled fluorogenic reporter, 485/531; Potency, µM (highest dose often 38.3 µM), for the others: at the top dose activity change, negative = inhibition, hits mostly inhibitors;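 further: potency means the concentration at half of the fitted maximal effect; plate controls were DMSO wells for no effect and full inhibition by NEM control for full effect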
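Deubiquitinase activity read as fluorescence (485/531 nm) after Ub-CHOP2 cleavage activates the enterokinase reporter on its substrate; USP2 core 10nM, Ub-CHOP2 and substrate 25nM each, 30min compound preincubation then 60min RT; data normalized to NEM, curves fitted.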
MBNL1 CUG block: inhibitors of human MBNL1 binding to CUG repeat RNA. TR-FRET MBNL1-His/biotin-(CUG)12 binding, 665/545 ratio. Potency, µM (top dose mostly 57.5 µM), inactives show top-dose activity change, negative = inhibition, usual class: inhibitors. hit rate 0.036% among 280,000. AID 2675; active means well fitted inhibition curve with a large enough effect in the signal ratio, with a control signal flat, not every such curve was filed as active; inconclusive means small, poorly fitted or top-dose-only effect, or effect the other way, or a change in a side signal; inactive means no such curve, though single readings can be large or run the other way; the % refers to the signal ratio; further: potency means the concentration at half of the fitted maximal effect; on the % scale 0 is the no-effect control and ±100 the full control effect
Target sequence (Q9NR56 whole entry, looked up): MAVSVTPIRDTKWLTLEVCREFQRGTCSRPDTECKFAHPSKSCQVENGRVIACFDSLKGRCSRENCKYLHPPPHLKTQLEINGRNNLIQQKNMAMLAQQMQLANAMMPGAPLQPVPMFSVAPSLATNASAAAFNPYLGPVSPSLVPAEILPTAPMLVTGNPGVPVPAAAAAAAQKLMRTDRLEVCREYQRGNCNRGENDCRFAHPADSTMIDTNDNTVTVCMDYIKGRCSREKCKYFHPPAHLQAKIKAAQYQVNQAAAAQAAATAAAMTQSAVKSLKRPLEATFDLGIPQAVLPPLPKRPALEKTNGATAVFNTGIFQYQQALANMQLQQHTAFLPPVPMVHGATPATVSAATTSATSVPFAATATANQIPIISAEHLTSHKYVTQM
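MBNL1-His + Biotin-(CUG)12, cpd titration 92 nM–58 uM; Tb anti-His Ab 0.055 ng/ul, SA-XL665 5 nM (final); 60 min RT; ratiometric 665/545 nm, Ex 340 nm; normalized to buffer and full-complex controls.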
Mito fusion act: mitochondrial division inhibition or fusion activation; Potency, µM (top dose mostly 46.1 µM), for inactives: at the top dose growth rescue (activation), usual class: activators; hit rate 0.23% among 320,000; S. cerevisiae fusion-defective mutant growth rescue, CellTiterGlo 48 h;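 further: potency means the concentration at half of the fitted maximal effect; % of control where 0% means no effect; nearly all actives have a fitted effect of over 45% in size; temperature-sensitive fusion mutants such as fzo1-1 at 37 °C on non-fermentable ethanol glycerol medium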
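Temperature-sensitive fusion-defective S. cerevisiae (e.g. fzo1-1, mgm1-5) were grown with compound in YPEG medium (3% ethanol, 3% glycerol) for 48 hours at 37C. Growth rescue was measured as viability by CellTiterGlo luminescence after 10 minutes at ambient.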
An asterisk follows results filed as active; ? = inconclusive; nt = no result given; [ ] = another dose, or the depositor's remark. Unless noted, the call rests on the fitted dose curve; in most records, active means well fitted curve in the direction sought with a large enough effect; inconclusive means small, poorly fitted or top-dose-only effect, or another doubt; inactive means no such curve, though single readings can be large; an effect the other way counts as inactive or inconclusive.

SMILES | Menin-MLL TR inh | TSHR antagonist | PKM2 act | ASM inhibitor | GALK inh | Eya2 phos inh | hERG WT inh | Chronic BCR inh | USP2a block | MBNL1 CUG block | Mito fusion act
CC(=O)Nc1ccc(NCC(O)COc2ccccc2)cc1 (stereo not drawn) | nt | 7 | -6% | 1% | -3% | 14% | -1 | -4% | -1% | -3% | 2%
O=C(/C=C/c1cn(-c2ccccc2)nc1-c1cccnc1)N1CCCC1 | -13% | -17 | -4% | 0% | 0% | -2% | 10 | ? | 13% | 14% | 9%
O=c1c(Cl)c(NC2CC2)cnn1-c1ccccc1 | -20% | 0 | 5% | 0% | -1% | 10% | -2 | ? | 1% | -4% | 3%
Cc1ccc(Sc2ncnc(N)c2[N+](=O)[O-])cc1 | 9% | -15 | -5% | 5% | -1% | -1% | -2 | -1% | 3% | ? | -5%
COc1cc(C2Nc3ccccc3C(=O)N2NS(C)(=O)=O)c([N+](=O)[O-])cc1OC (stereo not drawn) | 0% | -43 | nt | -6% | 3% | -12% | 0 | 0% | 1% | ? | -7%
COc1ccc(OC)c(CN2CCCC(C(=O)N3CCCCC3)C2)c1 (stereo not drawn) | -1% | 1 | 1% | 2% | 0% | -2% | -3 | -1% | 0% | 7% | -3%
COC(=O)CN1C(=O)C(O)(CC(=O)c2ccc(C)o2)c2ccccc21 (stereo not drawn) | 16% | -2 | 1% | 3% | 0% | 1% | 5 | -4% | -4% | 2% | -1%
O=[N+]([O-])c1cccc(S(=O)(=O)NCCc2cn3ccccc3n2)c1 | nt | 3 | 4% | 4% | -1% | -26% | ? | 2% | 1% | ? | -2%
COC(=O)CC1C(=O)NCCN1C(=O)CSc1nc2cc(Cl)ccc2o1 (stereo not drawn) | 5% | 4 | 5% | -1% | 12% | -1% | 1 | -1% | 0% | -10% | -5%
CN(CC(=O)Nc1ccc(OC(F)(F)F)cc1)C(=O)Cn1c(=O)cnc2ccccc21 | nt | 11 | nt | -1% | nt | 3% | -7 | ? | 3% | nt | 2%
Cc1ccc(C(=O)NC(=C(Cl)Cl)S(=O)(=O)c2ccccc2)cc1 | 4% | 7 | -1% | -1% | -3% | 5% | nt | ? | 0% | 4% | -4%
CCCCCc1nc2c(=O)[nH]c3ccccc3c2o1 | -22% | -6 | 1% | 3% | 2% | 10% | 1 | ? | 4% | 2% | 2%
Cc1ccccc1NC(=O)Cc1nc(COC(=O)c2nc(Cl)ccc2Cl)cs1 | nt | 16 | nt | 12% | nt | 6% | 21 | -8% | 0% | nt | 14%
O=C(NC1CCCC1)C(c1ccncc1)N(C(=O)c1ccco1)c1ccc(F)c(Cl)c1 (stereo not drawn) | 0% | 16 | -2% | 0% | 9% | 11% | 9 | -6% | 2% | 2% | -21%
CCc1ccc(Nc2nnc(SCc3cc(=O)n4ccsc4n3)s2)cc1 | 17% | -4 | 3% | -22% | -1% | 8% | 4 | ? | 2% | 5% | 0%
O=C(NCc1cccs1)C1CCCN(c2ncccn2)C1 (stereo not drawn) | -15% | 34 | -15% | 6% | 2% | 19% | 6 | 6% | 1% | -7% | 15%
CC(NS(=O)(=O)c1ccc(CCC(=O)NCc2cccnc2)cc1)c1ccccc1 (stereo not drawn) | -5% | 3 | -11% | 6% | 1% | 2% | 4 | -1% | -4% | 8% | -1%
CC1=[N+](CC(=O)c2ccccc2)CCn2cccc21 | -8% | -8 | 1% | 12% | 1% | 11% | 3 | ? | 1% | 19% | 3%
CCN(CC)S(=O)(=O)c1ccc2nc(NC(=O)c3cccs3)sc2c1 | ? | -13 | 1% | ? | -2% | 4% | -2 | ? | 0% | -5% | 21%
O=C(c1ccc(Cl)c(S(=O)(=O)N2CCc3ccccc32)c1)N1CCN(c2ccccc2O)CC1 | nt | -12 | nt | ? | nt | -12% | -1 | ? | 3% | nt | nt
C[C@H](NC(=O)c1ccc(Cl)cc1)C(=O)NNC(=O)c1cccs1 | nt | -5 | nt | -1% | nt | -2% | -10 | ? | 1% | nt | -4%
Cc1ccc(Oc2cc(C#N)c(C#N)cc2-n2nnc3ccccc32)cc1C | nt | 2 | 0% | 4% | -1% | -10% | 2 | -11% | 3% | 1% | -1%
Cc1ccc(/C=C/C(=O)CCC(=O)O)cc1 | 29% | -7 | 3% | 2% | 0% | 3% | 0 | ? | 0% | -20% | -6%
Cc1cc(-c2ccc(C)c(S(=O)(=O)NCCCN3CCN(c4ccccc4)CC3)c2)on1 | nt | 0 | nt | -4% | -3% | -10% | 33 | ? | -2% | -24% | 1%
C#CCN1C(=O)C2C(C(=O)NC)C3C=CC2(O3)C1C(=O)NCc1ccc(OC)cc1 (stereo not drawn) | 2% | 9 | -1% | 3% | 7% | 12% | 10 | 1% | 1% | -6% | 0%
CNC(=O)/C(C#N)=C/c1c(N(Cc2ccccc2)Cc2ccccc2)nc2ccccn2c1=O | 0% | -6 | -11% | 6% | 1% | 1% | -11 | -7% | 3% | ? | 18%
CCSC1=C(C#N)C(c2ccccc2Cl)C(C(=O)c2cccs2)C(O)(C(F)(F)F)N1 (stereo not drawn) | -27% | -22 | 2% | -18% | 1% | 7% | -8 | ? | 2% | -8% | 21%
O=C(COc1ccccc1)Nc1ccc(NC(=O)c2ccco2)cc1 | 14% | -7 | 1% | 0% | 9% | -1% | 0 | 2% | -1% | nt | 1%
O=C(O)c1ccc(-c2nc3ccccc3s2)o1 | nt | 0 | 14% | 4% | 1% | -17% | -1 | ? | 0% | ? | 3%
COc1ccc(N2CCCn3c2nc2c3c(=O)n(CCCc3ccccc3)c(=O)n2C)cc1 | -10% | 22 | 0% | nt | -2% | 14% | nt | 3% | 4% | -13% | 15%
Cc1cc(C(=O)CCl)c(C)n1CCc1ccc(F)cc1 | -4% | -9 | 2% | -1% | 1% | -20% | 5 | ? | 0% | -9% | 1%
Cc1ccc2c(c1)C(=O)C(=O)N2Cc1ccc(C(F)(F)F)cc1 | nt | 13 | nt | -5% | nt | -4% | -4 | ? | 1% | nt | nt
O=C1/C(=C/N(C(=O)c2ccco2)c2ccc(Br)cc2)Sc2ccccc21 | ? | -8 | -23% | 33%[activator] | 3% | 9% | -15 | ? | -2% | 10% | 9%
O=C(Oc1ccccc1)c1ccc2nccnc2c1 | 20% | -9 | 1% | -1% | -4% | 6% | -169* | ? | 0% | ? | 3%
NC(=O)CC(NC(=O)c1ccccc1)c1ccc(N2CCN(c3ccc(F)cc3)CC2)c([N+](=O)[O-])c1 (stereo not drawn) | ? | -7 | -1% | -9% | nt | -7% | 10 | -25% | -3% | 16% | 0%
COc1cc(C(=O)NCc2nnc(SCC(=O)NC3CCCC3)o2)cc(OC)c1OC | nt | 35 | nt | -1% | 0% | -15% | 6 | -2% | -3% | -6% | 6%
COc1ccc(Cl)cc1NC(=O)CCCC(=O)c1ccccc1 | ? | 4 | nt | -1% | 2% | -7% | -4 | 5% | 2% | -1% | -18%
COc1ccc(/C=C/c2cc(=O)c3cc(Cl)ccc3o2)cc1 | 4% | -9 | 3% | 364%[activator] | 1% | 4% | 1 | -11% | 1% | 12% | 7%
O=C1NC(=O)/C(=C\c2ccc(O)cc2O)S1 | 17% | -6 | 17% | -8% | 2% | -6% | 18 | ? | 3% | ? | -7%
COC(=O)C1=CN(Cc2ccc(F)cc2)C=C(C(=O)OC)C1c1ccc(O)c(OC)c1 | -5% | -7 | 0%[11.5 µM] | 132%[activator] | -1% | 3% | 8 | -3% | 1% | 13% | 1%
Cc1ccccc1-n1nc(C(=O)O)cc1-c1ccccc1 | 2% | -1 | -5% | 4% | -1% | 7% | 10 | ? | 4% | -4% | 5%
Cc1cc(OCC(C)C)ccc1/C(O)=C1/C(=O)C(=O)N(Cc2cccnc2)C1c1ccncc1 (stereo not drawn) | 18% | 18 | 9% | -2% | 1% | 3% | -1 | 14% | 0% | 120%[activator] | 2%

This is a subset; rates above refer to the full screens.
